Nrf2 ARE act: activates Nrf2 signaling; 410,000 compounds, 0.31% hits; AREc32 ARE-luciferase reporter (MCF7-derived line), luminescence, 24 h; Potency, µM (top dose mostly 46.1 µM), for the others: at the highest dose activation, usual class: activators; AID 624171; also: potency is read from the fitted curve at half-maximal effect; % of control where 0% means no effect; nearly all actives have a fitted effect of over 65% in size
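Nrf2 activation is followed as ARE-luciferase induction in the AREc32 line after one day of compound treatment; luminescence is read with Steady-Glo.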
CCT chaperon mod: changes cytosolic chaperonin activity | 360,000 compounds, 0.3% hits | purified chaperonin ATPase assay, HTRF ADP detection, 30 min | AID 651819 | activity change, % (test concentration not listed), hits read low; in the data active = activity change below about -30%; also: % is scaled to controls: 0 for no effect and ±100 for the full control effect
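Nucleotide hydrolysis assay: TRiC at 20–40 nM final (set by batch activity) with 10 uM ATP, 30 min at 37 °C, in presence of 76 uM compound. Detection by competitive ADP HTRF, 30 min ambient.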
pAkt inh: inhibitors of Akt phosphorylation. activity change, % for hits at 50 µM. 360,000 compounds, 0.32% hits. Neuro2A IGF-stimulated pAkt S473 HTRF, 20 min; stronger effect = lower value; in the data active = activity change below about -80%; inconclusive = mostly about -51% to -80%; also: % is scaled to controls: 0 for no effect and ±100 for the full control effect
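Neuro2A cells in DMEM with 0.5% FBS, overnight at 37 deg C, given compound at single 50 µM final, then IGF (6 nM final) for 20 min at 37 deg C. Lysed; phospho-Akt Ser473 by HTRF after 24 h, 665/615 ratio.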
A549 viability: kills or reduces viability of A549 cells in Nrf2 counter-screen | 390,000 compounds, 0.16% hits | A549 ARE-Fluc cells, CellTiter-Fluor viability, 18-24 h | Potency, µM (highest dose often 46 µM), inactives show at the highest dose activity change, negative = cytotoxicity, hits mostly inhibitors | AID 504648; also: potency is read from the fitted curve at half-maximal effect; % is scaled to controls: 0 for no effect and ±100 for the full control effect
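A549 ARE_Fluc cells in 5% FBS OPTI-MEM were exposed to compounds in concentration-response for 18-24 h at 37 deg C. Viability was read by CellTiter-Fluor fluorescence (Ex 405/Em 525) after 30 min, before the luciferase read.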
Nrf2 block: blocks Nrf2 signaling | 360,000 compounds, 2.1% hits | A549 ARE-Fluc reporter, luciferase luminescence, 18-24 h | Potency, µM (top dose mostly 46 µM), for inactives: at the highest dose activity change, negative = inhibition, usual class: inhibitors; also: potency is read from the fitted curve at half-maximal effect; % is scaled to controls: 0 for no effect and ±100 for the full control effect; nearly all actives have a fitted effect of over 60% in size
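Cells were seeded and rested 2 h, then exposed to compounds for 18-24 h. CellTiter-Fluor was read first as a viability measure. BugLite was added 15 min before the final luminescent read of ARE-luciferase activity in A549 cells.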
MmCpn inh: inhibitors of Methanococcus maripaludis chaperonin (MmCpn); purified Mm-Cpn ATPase, ADP Transcreener TR-FRET; Potency, µM (highest dose often 76.9 µM), for inactives: at the top dose activity, negative = inhibition, hits mostly inhibitors; 330,000 compounds, 0.031% hits; AID 504842; also: potency is read from the fitted curve at half-maximal effect; % is scaled to controls: 0 for no effect and ±100 for the full control effect; nearly all actives have a fitted effect of over 80% in size
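Inhibition of chaperonin ATP hydrolysis is measured as reduced ADP production, detected by competitive TR-FRET in which signal falls with ADP. Final enzyme 25 nM and ATP 10 uM, reacted 30 min at 37°C.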
TGFb SMAD3 inh: blocks TGF-b signaling. Potency, µM (highest dose often 46.1 µM), without a hit: top-dose activity, negative = inhibition, hits mostly inhibitors. 410,000 compounds, 1.2% hits. HepG2 CAGA-GFP TGF-b/SMAD3 reporter, GFP fluorescence, 18 h; TGF-beta stimulated, 500 pg/mL final. AID 588855; also: potency is read from the fitted curve at half-maximal effect; % is scaled to controls: 0 for no effect and ±100 for the full control effect; nearly all actives have a fitted effect of over 65% in size
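Smad-responsive CAGA-GFP expression was quantified in HEPG2 cells exposed to compounds and 500 pg/mL final TGF-beta for 18 h at 37 degrees C; unstimulated wells defined full inhibition.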
HepG2 tox: HepG2 cytotoxicity, counter-screen for TGF-b inhibitors | HepG2 CAGA-GFP viability, ATP luminescence, 18 h | Potency, µM (doses to about 46.1 µM), for the others: at the highest dose activity change, negative = cytotoxicity, most hits filed as cytotoxic | 410,000 compounds, 0.76% hits | AID 588856; also: potency is read from the fitted curve at half-maximal effect; some results filed as inactive show a strong effect at the top dose
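HepG2 CAGA-GFP cells (1000/well, DMEM with 1% FBS) received compound, then TGF-beta at 500 pg/mL final, and were incubated 18 hours at 37 degrees C. Viability was read by CellTiter-Glo luminescence. Media-only wells were set as complete cell-killing and DMSO as no toxicity.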
Abeta rescue: A-beta toxicity reversal in yeast. yeast expressing A-beta42, growth rescue, OD600, 48 h; response scale: 0% DMSO, 100% iron-clioquinol control. Potency, µM (series often up to 46.1 µM), for inactives: at the top dose growth rescue, hits mostly activators. 410,000 compounds, 0.063% hits. AID 1347071; also: potency is read from the fitted curve at half-maximal effect; nearly all actives have a fitted effect of over 55% in size
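Growth rescue measured by 600 nm absorbance after 48 h yeast culture at 30 C with compound. Values normalized between DMSO and an equimolar ferric chloride plus clioquinol control.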
Starred values were filed as active, the others as inactive; i = inactive; u = inconclusive; x = not tested or not shown. Unless noted, calls follow the shape of the dose curve; as a rule, active = well fitted curve in the direction sought with a large enough effect; inconclusive = small, poorly fitted or top-dose-only effect, or another doubt; inactive = no such curve, though single readings can be large; an effect the other way counts as inactive or inconclusive. Outcome played no part in choosing rows; about 4.3% have a hit in one of these screens.

#	Structure	Nrf2 ARE act	CCT chaperon mod	pAkt inh	A549 viability	Nrf2 block	MmCpn inh	TGFb SMAD3 inh	HepG2 tox	Abeta rescue
1	COc1ccc(CCN(C)C(=O)c2cccc(S(=O)(=O)N3CCN(c4ccc(F)cc4)CC3)c2)cc1OC	3.5%	1.6	i	-11%	7.3µM*	x	11µM*	-39%	-4%
2	Cc1ccccc1C(=O)N(C)[C@H]1C[C@H]2c3[nH]c4ccccc4c3CCN2C(=O)[C@H]1[C@H](C)O	2.8%	-0.3	i	x	x	x	-11%	-6%	3%
3	CCc1ccc(NC(=O)CCc2nc3sc4c(c3c(=O)[nH]2)CCCC4)cc1	5.1%	1.9	i	-3%	-30%	-13%	19%	2%	2%
4	COc1cc(OC)cc(C(=O)N[C@H](C(=O)OCC(=O)Nc2ccc(OC)c(OC)c2)C(C)C)c1	0.4%	-4.9	i	-1%	1%	-1%	-1%	-1%	-4%
5	Cc1ccc(C(=O)NNC(=O)C2CCN(c3nccc(C)n3)CC2)cc1	-0.9%	-3.3	i	3%	2%	1%	-20%	-3%	-3%
6	Cc1ccc(C)c(CSc2nnc3[nH]c(=O)cc(-c4ccccc4)n23)c1	-0.5%	x	x	-2%	x	x	-5%	-4%	-11%
7	COc1ccc(S(=O)(=O)NCc2ccccc2)cc1	-0.3%	0.3	i	1%	13%	-4%	-4%	-9%	8%
8	O=C(c1cc(-c2cccs2)nn1-c1ccccc1)N1CCN(S(=O)(=O)c2ccccc2)CC1	-0.7%	0.2	i	1%	u	-1%	-11%	7%	-4%
9	CC1CCN(C(=O)CN2CCSc3ccc(S(=O)(=O)N(C)C)cc32)CC1	0.6%	x	x	-14%	x	x	-10%	0%	-13%
10	O=C(Nc1nnc2n1CCS2)c1ccco1	6.5%	-73*	i	-3%	-9%	0%	-17%	-19%	-7%
11	COc1ccc(-c2nnc(SCC(=O)N/N=C/c3ccccc3C(=O)O)n2-c2ccc(Cl)cc2)cc1	-0.2%	0.9	i	-8%	-18%	-4%	-16%	-17%	7%
12	Cc1noc(C)c1NC(=O)N(C)C[C@H]1Oc2ccc(NC(=O)Cc3ccccc3)cc2C(=O)N([C@H](C)CO)C[C@@H]1C	-0.1%	-0.6	i	2%	-9%	1%	8%	3%	-12%
13	Cc1ccc2c(c1)C(c1ccccc1)N(C(=O)c1ccccc1[N+](=O)[O-])CC(=O)N2 (stereo not drawn)	0.2%	-0.6	i	2%	-12%	1%	1%	-9%	12%
14	O=C1CC(C(=O)O)c2ccccc2N1 (stereo not drawn)	0.2%	0.5	i	-10%	-15%	-2%	10%	-47%	2%
15	Cc1ccc(C2CC(c3ccc(C)cc3)n3nc(N)nc3N2)cc1 (stereo not drawn)	-0.9%	-1.1	i	-5%	2%	0%	4%	-2%	-1%
16	COc1cccc(C(C(=O)NC2CCCC2)N(CC2CCCO2)C(=O)Cc2cccs2)c1 (stereo not drawn)	0.0%	-7.1	i	-11%	15%	-2%	5%	-1%	9%
17	Cc1nnsc1C(=O)N/N=C/c1cccc(C(F)(F)F)c1	4.3%	-0.7	i	5%	14%	1%	6%	4%	-10%
18	CC(=O)CCc1c(C)nc2ccc(C(=O)O)cc2c1Cl	2.8%	2.7	i	0%	-4%	0%	3%	18%	-10%
19	COc1ccc(C(=O)NCC(O)CN2CCOCC2)cc1[N+](=O)[O-] (stereo not drawn)	-0.8%	-0.6	i	8%	-14%	1%	-14%	-72%	-12%
20	COc1ccc(C(=O)Nc2cccc(NC(=O)c3ccc(OC)c(OC)c3)n2)cc1OC	0.5%	-0.9	i	-5%	-26%	1%	-20%	-28%	1%

Quoted at random: 6 entries already listed, in no set order.
#	Structure	Nrf2 ARE act	CCT chaperon mod	pAkt inh	A549 viability	Nrf2 block	MmCpn inh	TGFb SMAD3 inh	HepG2 tox	Abeta rescue
9	CC1CCN(C(=O)CN2CCSc3ccc(S(=O)(=O)N(C)C)cc32)CC1	0.6%	x	x	-14%	x	x	-10%	0%	-13%
19	COc1ccc(C(=O)NCC(O)CN2CCOCC2)cc1[N+](=O)[O-] (stereo not drawn)	-0.8%	-0.6	i	8%	-14%	1%	-14%	-72%	-12%
16	COc1cccc(C(C(=O)NC2CCCC2)N(CC2CCCO2)C(=O)Cc2cccs2)c1 (stereo not drawn)	0.0%	-7.1	i	-11%	15%	-2%	5%	-1%	9%
20	COc1ccc(C(=O)Nc2cccc(NC(=O)c3ccc(OC)c(OC)c3)n2)cc1OC	0.5%	-0.9	i	-5%	-26%	1%	-20%	-28%	1%
12	Cc1noc(C)c1NC(=O)N(C)C[C@H]1Oc2ccc(NC(=O)Cc3ccccc3)cc2C(=O)N([C@H](C)CO)C[C@@H]1C	-0.1%	-0.6	i	2%	-9%	1%	8%	3%	-12%
10	O=C(Nc1nnc2n1CCS2)c1ccco1	6.5%	-73*	i	-3%	-9%	0%	-17%	-19%	-7%

The list goes on:
#	Structure	Nrf2 ARE act	CCT chaperon mod	pAkt inh	A549 viability	Nrf2 block	MmCpn inh	TGFb SMAD3 inh	HepG2 tox	Abeta rescue
21	CCC12CN3CC(CC)(CN(C1)C3c1ccc(OC(C)C)cc1)C2=O (stereo not drawn)	0.0%	-1.9	-112%*	-8%	-11%	0%	-7%	-2%	30%
22	Cc1ccc2oc(-c3ccc(NC(=O)c4ccncc4)cc3O)nc2c1	1.5%	-3.0	i	-2%	u	3%	-1%	-10%	-1%
23	O=C(Cc1ccc(Cl)cc1)Nc1ccc(SC(F)F)cc1	2.7%	-5.4	i	-1%	u	0%	u	-45%	13%
24	C[C@@H]1CN([C@H](C)CO)C(=O)CCCn2nncc2CO[C@@H]1CN(C)S(=O)(=O)c1ccc2ccccc2c1	-0.7%	0.7	i	x	x	x	-4%	-32%	3%
25	CC(=O)c1ccc(N2CCN(C(=S)Nc3ccccc3)CC2)cc1	0.1%	-0.6	i	0%	u	-15%	-19%	-19%	10%
26	O=C(N/N=C\c1ccccc1)c1ccccc1-n1cccc1	6.5%	-0.8	i	-6%	4%	1%	-18%	-12%	-8%
27	Cc1ccccc1-c1nc(CN2CCC(C(=O)NCCCN3CCOCC3)CC2)c(C)o1	-0.9%	-0.8	i	-29%	14%	0%	10%	-3%	-1%
28	COc1cc(C2N(c3ccc(Cl)cc3)C(=O)C3CCCN32)cc(OC)c1OC (stereo not drawn)	0.6%	-3.1	i	0%	-13%	-1%	15%	-13%	-6%
29	CCOC(=O)c1ccc(N=C2SC(C(=O)Nc3ccccc3)CC(=O)N2C)cc1 (stereo not drawn)	0.7%	x	x	-4%	-14%	x	0%	-12%	-4%
30	COc1ccccc1N1CCN(C(=O)c2cc(C3CC3)on2)CC1	0.5%	-1.3	i	2%	16%	0%	-3%	-2%	-2%
31	O=C(C1CCCO1)N1CCN(c2c3c(nc4cc(-c5ccc(F)cc5)nn24)CCC3)CC1 (stereo not drawn)	3.5%	1.5	i	3%	10%	0%	-30%	-36%	0%
32	CNC(=O)C[C@@H]1C(=O)N(C2CCCCC2)CC1(C)C	-0.8%	-0.2	i	x	x	x	8%	-18%	0%
33	Cc1ccsc1-c1nc(C(N)=O)c2[nH]c(=O)n(-c3ccc(Cl)cc3)c2n1	4.0%	-3.2	i	7%	9%	-5%	-6%	-10%	-17%
34	O=C(Cn1cncn1)c1ccccc1Br	-0.1%	-3.0	i	-9%	u	-1%	0%	7%	11%
35	O=C(O)c1cccc(Nc2c([N+](=O)[O-])c(=O)oc3ccccc23)c1	0.4%	2.2	i	-9%	16%	0%	14%	10%	12%
36	Cc1ccc(C2CC(=O)NC(SCC(=O)Nc3nccs3)=C2C#N)cc1 (stereo not drawn)	0.1%	-0.4	i	-16%	-9%	2%	-6%	-4%	-7%
37	COc1ccc(-c2cc(C#N)nc(N3CCN(C)CC3)n2)cc1	4.3%	-2.7	i	12%	-8%	1%	u	-11%	-14%
38	CCOC(=O)c1ccc(NC(=O)C2CCN(C(=O)c3ccc(OC)c(OC)c3)CC2)cc1	6.7%	0.3	i	-12%	23µM*	1%	-30%	-37%	10%
39	NC(=O)CSc1nnc(Cn2c(=O)sc3ccccc32)n1-c1ccccc1	0.1%	-0.5	i	-4%	7%	1%	0%	-3%	2%
40	CC(C)c1ccc(/C=N/n2c(-c3ccccc3)n[nH]c2=S)cc1	-1.3%	3.5	i	1%	-19%	-1%	u	-54%	-13%

Part of the list above, as labelled records.
2	Cc1ccccc1C(=O)N(C)[C@H]1C[C@H]2c3[nH]c4ccccc4c3CCN2C(=O)[C@H]1[C@H](C)O
  Nrf2 ARE act = 2.8%	CCT chaperon mod = -0.3	pAkt inh = i	A549 viability = x	Nrf2 block = x	MmCpn inh = x	TGFb SMAD3 inh = -11%	HepG2 tox = -6%	Abeta rescue = 3%
3	CCc1ccc(NC(=O)CCc2nc3sc4c(c3c(=O)[nH]2)CCCC4)cc1
  Nrf2 ARE act = 5.1%	CCT chaperon mod = 1.9	pAkt inh = i	A549 viability = -3%	Nrf2 block = -30%	MmCpn inh = -13%	TGFb SMAD3 inh = 19%	HepG2 tox = 2%	Abeta rescue = 2%
4	COc1cc(OC)cc(C(=O)N[C@H](C(=O)OCC(=O)Nc2ccc(OC)c(OC)c2)C(C)C)c1
  Nrf2 ARE act = 0.4%	CCT chaperon mod = -4.9	pAkt inh = i	A549 viability = -1%	Nrf2 block = 1%	MmCpn inh = -1%	TGFb SMAD3 inh = -1%	HepG2 tox = -1%	Abeta rescue = -4%

Screens: PubChem, National Center for Advancing Translational Sciences (NCATS)
